PglD inh = PglD (C. jejuni) enzyme inhibition. purified PglD enzyme, DTNB colorimetric CoA detection. inhibition, % at 12.5 µM. 360,000 compounds, 0.098% hits. AID 602405; in the data active = inhibition above about 16%, passing the limit was not always enough; also: strong numbers were not always called active
LGR2 inh = inhibitors of bursicon-induced Drosophila LGR2 receptor cAMP signaling. HEK293 LGR2, CRE-luciferase, bursicon-stimulated, 4 h. inhibition, % at 9.99 µM. 380,000 compounds, 0.35% hits;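 active = drop in luminescence signal, shown as inhibition above about 50% in the replicate tests, limit read from the data, passing the limit was not always enough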;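 also: agonist challenge used bursicon conditioned medium at about half maximal strength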
Cneo AK release = causes C. neoformans cell lysis; 360,000 compounds, 0.2% hits; adenylate kinase release luminescence, 4 h; normalised: neutral wells 0, clomiphene wells 100; AID 651654; lysis activity, % at 15 µM;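 active = mean lysis activity across replicates of at least 80%, whatever share of replicates individually reach that level; inactive = mean lysis activity below 80%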
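Material – log-phase Cryptococcus neoformans yeast cells · Input – 5 × 10^6 yeast cells/mL · Medium – fresh YPD growth medium · Doses – single compound concentration per well · Timing – static 4 h at 37 °C with compound, 1 h detection · Detection – adenylate kinase release luminescence · Read-out – signal increase indicating cell lysis · Control set – Clomiphene as positive lysis control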
ARNT-TACC3 inh = disrupts binding between human ARNT and TACC3 | Q9Y6A5 | AlphaScreen His-ARNT PAS-B/GST-TACC3 binding, luminescence; TACC3 fragment carries E629A point mutation | inhibition, % at 9.99 µM | 390,000 compounds, 0.66% hits | AID 623870;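 active = mean inhibition of replicates at least 50% and at least half of replicates each reaching 50%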;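 also: 0% = complete ARNT plus TACC3 wells and 100% = ARNT alone without TACC3; many hits fall short of the cut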
PAX8 inh HTS = inhibitors of PAX8 transcriptional activity in RMG-I cells. RMG-I TPO-luciferase reporter, SteadyGlo, 24 h. inhibition, % at 12.6 µM. 360,000 compounds, 1.2% hits. AID 652154;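 active = mean replicate inhibition at least 60% with every replicate also reaching 60%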;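 also: luciferase light reporting Pax8 driven TPO promoter activity; plate controls were median of neutral control wells for no effect and mitoxantrone controls for full effect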
Statin myotox sup = suppression of simvastatin myotoxicity; 330,000 compounds, 0.78% hits; rescue of ATP level, % at 7.49 µM; C2C12 myotubes + simvastatin, ATP luminescence, 48 h; scaled: DMSO 0, geranylgeraniol control 100;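 active = mean ATP rescue above about 67%, or every replicate alone reaching that limit, limit read from the data, passing the limit was not always enough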;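 also: myotubes were challenged with 10 µM simvastatin during compound exposure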
PGC1a acetyl inh = PGC1a acetylation modulation, inhibitor mode. U2OS PGC1a acetylation, AlphaScreen anti-acetyl-lysine; with virally co-expressed GCN5 acetyltransferase. inhibition, % at 15.6 µM. 350,000 compounds, 0.17% hits;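 active = every replicate shows inhibition of at least 40%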;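 also: 0% = neutral control wells and 100% = positive control wells; some results beyond the cut were filed as inactive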
INS-1E GSIS act = GLuc luminescence reporter in INS-1E cells, primary screen for activators of glucose-dependent secretion of insulin. INS-1E GLuc reporter insulin secretion, 2-3 h. activation, % at 16.6 µM. 370,000 compounds, 0.61% hits. AID 743287;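 active = lowest replicate activation of at least 40%, so every replicate reaches that level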;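 also: 0% = median of neutral control wells and 100% = median of IBMX positive control wells; some compounds called inactive have numbers as strong as hits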
Starred values were filed as active, the others as inactive; . = not tested or not shown.

smiles,PglD inh,LGR2 inh,Cneo AK release,ARNT-TACC3 inh,PAX8 inh HTS,Statin myotox sup,PGC1a acetyl inh,INS-1E GSIS act
CC(=O)N1CCc2cc(S(=O)(=O)NC(C)c3ccccc3)ccc21 (stereo unspecified),0,-8,0,-9,13,.,.,3
CC(C)(C)c1ccc(-n2ncc3c2CCCC3NC(=O)c2cnccn2)cc1 (stereo unspecified),1,-11,4,-8,4,-75,3,-10
COc1ccc(OC)c(NC(=O)CSc2nc3c(c(=O)n(C)c(=O)n3C)n2C)c1,-5,-5,0,-49,.,5,.,5
C[C@H]1CN([C@@H](C)CO)C(=O)Cc2cc(NC(=O)c3ccncc3)ccc2O[C@H]1CN(C)C(=O)Nc1ccc2c(c1)OCO2,-3,-9,-3,-1,.,-8,1,-1
C[C@H]1CN([C@@H](C)CO)C(=O)c2cc(C#Cc3ccccn3)cnc2O[C@@H]1CN(C)C(=O)c1cnccn1,0,3,4,12,13,26,-1,1
COC(=O)c1[nH]cnc1C(=O)c1ccccc1,-1,.,2,1,.,-29,.,.
Cc1ccc(S(=O)(=O)N2C[C@H]3N(C(=O)OC(C)C)N(C(=O)OC(C)C)C[C@H](OC(=O)Nc4cccs4)[C@@]3(O)C2)cc1,-1,22,1,.,12,7,15,-41
COc1ccc(N2C(=O)[C@@H]3Cc4ccccc4CN3C2=O)cc1,-2,.,-1,-5,.,.,2,.
C[C@H](CO)N1C[C@H](C)[C@H](CN(C)C(=O)Nc2ccc3c(c2)OCO3)OCc2cn(nn2)CCCC1=O,.,-14,.,.,1,-3,4,4
O=C(Cc1cccs1)Nc1ccc(F)c(S(=O)(=O)N2CCOCC2)c1,3,18,-1,-2,6,8,4,-9
Cc1ccc(NS(=O)(=O)c2cccc(C(=O)OCC(=O)NCc3ccco3)c2)cc1,6,.,2,-1,.,-8,-10,.
Cc1ccc(C(=O)NCC(=O)OCC(=O)N(CC(C)C)c2c(N)n(Cc3ccccc3)c(=O)[nH]c2=O)s1,1,5,1,.,-12,-6,-5,12
Cc1ccc(N=C(NO)c2nonc2N)c(C)c1,.,19,.,-4,10,.,.,21
O=c1nc(-c2ccccc2)c2cc(Br)ccc2[nH]1,0,-4,1,15,9,6,.,-12
NC(=O)c1c(NC(=O)CSc2nnc(Cc3ccccc3)n2Cc2ccco2)sc2c1CCC2,9,15,-8,-22,.,34,-27,-26
O=S(=O)(NN1CCOCC1)c1ccc(Cl)s1,-6,.,4,-9,18,1,15,16
CCc1ccc(NC(=O)c2sccc2-n2cccc2)cc1,-15,.,-3,-8,-19,-9,-4,-15
COc1ccc(S(=O)(=O)N2CCOC23CCN(C(=O)c2c(F)cccc2Cl)CC3)cc1,-1,1,2,-2,1,-2,0,.
CCOC(=O)C(C)n1cnc2c(nnn2-c2ccc(C)cc2)c1=O (stereo unspecified),2,8,0,-5,.,4,67*,5
CC(=O)N1[C@@H](CO)[C@@H]2c3ccccc3N(S(=O)(=O)c3ccccc3)C[C@@H]21,0,-9,-9,4,7,4,-1,14
O=C(CSc1nc(-c2ccccc2)cs1)Nc1cccc([N+](=O)[O-])c1,.,-14,.,5,22,.,.,-1
O=C(NC(=Nc1nc2ccccc2o1)NC(=O)c1ccccc1)c1ccccc1,-4,-67,5,-9,-31,.,.,22
CCOc1cc(N2CCOCC2)c(OCC)cc1NC(=O)Cn1nc(C)c([N+](=O)[O-])c1C,.,12,.,0,4,-4,.,-6
CCN(CC)CCNC(=O)c1cccc(NC(=O)C(=O)c2ccccc2NC(C)=O)c1,0,33,0,-2,-13,-1,-6,26
COc1ccc(Oc2cc(C(F)(F)F)nc(N(C)C)n2)cc1,.,1,.,18,5,.,-2,7
COc1ccc2c(c1)CCC/C2=N\OC(=O)c1ccccc1F,-4,7,-7,3,-9,5,7,-1
COc1ccc(CCNC(=O)c2nnn(-c3cccc(C)c3)c2N)cc1OC,-2,.,-2,0,5,-31,-32,.
N#C[C@H]1[C@H](c2ccc(-c3cccc(F)c3)cc2)[C@H](CO)N1c1nc(-c2ccccc2)cs1,0,1,-2,-9,23,56,6,0
CN(C)c1ccc(N/C(=N\S(=O)(=O)c2cccs2)c2ccccc2)cc1,-2,1,0,18,-34,.,9,10
COc1ccc(S(=O)(=O)Nc2ccccc2C(F)(F)F)cc1,2,.,2,-3,.,-3,-5,.
Cc1ccccc1OCCCC(=O)Nc1ccc(N2CCOCC2)cc1,-5,.,-1,4,.,-2,7,.
Cc1cccc(NC(=O)C(C)C(=O)c2ccccc2)c1 (stereo unspecified),2,1,0,-4,-11,-1,-2,5
CCOc1ccccc1OCCC(=O)Nc1ccc2c(c1)OCO2,-1,2,1,-9,-10,0,4,.
O=C(O)CCCn1cc(NC(=O)COc2ccccc2)cn1,0,1,0,-9,-22,-1,.,-3
CCS(=O)(=O)Nc1ccc2c(c1)C(=O)N(C)[C@H]1CC[C@H](CC(=O)N3CCN(C)CC3)O[C@H]1CO2,0,-40,1,-4,-6,-18,8,5
CO[C@H]1CN(C)C(=O)c2ccc(NC(=O)Nc3cc(F)ccc3F)cc2OC[C@@H](C)N(C(=O)c2cnccn2)C[C@H]1C,4,1,49,-2,.,4,21,-4
CN(C)C(=O)c1cccc(-c2ccc3c(c2)[C@H]2[C@H](CCN2C(=O)c2cnccn2)[C@@H](CO)N3)c1,4,-5,-5,-3,-11,10,7,-4
CCc1c(C)sc(NC(=O)/C=C/c2ccc3c(c2)OCO3)c1C(=O)OC,-6,9,-1,-1,-30,25,-1,-17
CCC(=O)N1C[C@@H](C)[C@H](OC)CN(C)C(=O)c2ccc(NC(=O)C3CCOCC3)cc2OC[C@@H]1C,5,4,1,3,-7,15,-4,9
CC(C)(C)[C@H]1CCC(=O)N([C@H](CSc2ccccc2)Cc2ccccc2)CC1,5,24,-1,20,-28,.,6,0
C[C@H](CO)N1C[C@H](C)[C@@H](CN(C)S(=O)(=O)c2cn(C)cn2)Oc2ccc(NC(=O)Nc3ccc4c(c3)OCO4)cc2CC1=O,1,-3,39,26,-6,32,1,1
COc1ccc(S(=O)(=O)N[C@H](C(=O)N2CC[C@@]3(O)CCCC[C@H]3C2)c2ccccc2)cc1,2,9,-2,-1,.,-5,1,4
CCOc1ccc(N2C(=O)CC(NCCNc3ccc([N+](=O)[O-])cn3)C2=O)cc1 (stereo unspecified),5,-21,4,-6,3,.,.,-4
Cc1ccc(NC(=O)N2CCC(NC(=O)c3cccc(C)c3)CC2)cc1,1,-2,0,.,15,28,.,-2
Cc1cc(NCc2ccc3c(c2)OCO3)n2nc(C)nc2n1,2,12,-4,3,2,3,.,16
CNc1oc(Cc2ccccc2)nc1S(=O)(=O)c1ccccc1,2,.,-1,-3,.,6,2,.
COc1ccc(NC(=O)COc2ccc3oc(=O)cc(C)c3c2)cc1,5,4,1,.,-16,.,-4,3
CO[C@@H]1CN(C)C(=O)c2ccc(NC(=O)C3CC3)cc2OC[C@H](C)N(Cc2cncnc2)C[C@@H]1C,.,-23,.,.,.,-4,-43,6
Cn1cc(CCC(=O)NCCCc2ccccc2)c2ccccc21,-8,-19,-1,-1,2,-2,-15,-16
O=C(Nc1ccc(Cl)cc1)c1csc([C@@H]2O[C@H](CO)[C@H](O)[C@H](O)[C@H]2O)n1,1,-6,-1,.,12,4,11,3
COc1ccc(-c2csc(NC(=S)NC(=O)c3ccco3)n2)cc1,.,9,.,15,2,-59,-6,15
CC(C)(C)CN1C(=O)C(=O)NC[C@@H]1CCCCN,7,-6,3,-3,-80,-1,.,7
Cc1ccc(CNC(=O)C2CNc3cc(C)ccc3O2)cc1 (stereo unspecified),-2,.,1,-11,.,19,0,3
COc1cccc(C#Cc2ccc3c(c2)O[C@@H](CN(C)C(=O)CN2CCOCC2)[C@@H](C)CN([C@@H](C)CO)S3(=O)=O)c1,-1,0,-3,-2,6,21,-7,-10
CC(C)N(C)Cc1cn(C)nc1-c1ccc(Oc2ccccc2)cc1,1,-9,0,-4,-52,8,-3,-7
Cc1cc(C)c(C(=O)CSc2nc3ccccc3c(=O)[nH]2)cc1C,.,0,.,-6,2,.,-32,-4
CCN(CC)c1ccc(S(=O)(=O)N(CC)CC)cc1NC(=O)c1cccnc1,1,8,-1,1,-16,-5,-11,12
CCCNS(=O)(=O)c1ccc(OCC(=O)N2CCN(c3ccccc3)CC2)cc1,.,3,.,-4,-35,.,-1,18

Structural class, the entries above with fluorine.
smiles,PglD inh,LGR2 inh,Cneo AK release,ARNT-TACC3 inh,PAX8 inh HTS,Statin myotox sup,PGC1a acetyl inh,INS-1E GSIS act
O=C(Cc1cccs1)Nc1ccc(F)c(S(=O)(=O)N2CCOCC2)c1,3,18,-1,-2,6,8,4,-9
COc1ccc(S(=O)(=O)N2CCOC23CCN(C(=O)c2c(F)cccc2Cl)CC3)cc1,-1,1,2,-2,1,-2,0,.
COc1ccc(Oc2cc(C(F)(F)F)nc(N(C)C)n2)cc1,.,1,.,18,5,.,-2,7
COc1ccc2c(c1)CCC/C2=N\OC(=O)c1ccccc1F,-4,7,-7,3,-9,5,7,-1
N#C[C@H]1[C@H](c2ccc(-c3cccc(F)c3)cc2)[C@H](CO)N1c1nc(-c2ccccc2)cs1,0,1,-2,-9,23,56,6,0
COc1ccc(S(=O)(=O)Nc2ccccc2C(F)(F)F)cc1,2,.,2,-3,.,-3,-5,.
CO[C@H]1CN(C)C(=O)c2ccc(NC(=O)Nc3cc(F)ccc3F)cc2OC[C@@H](C)N(C(=O)c2cnccn2)C[C@H]1C,4,1,49,-2,.,4,21,-4

Assay outcomes: PubChem BioAssay, Broad Institute
